From PubChem BioAssay
GLP-1R inv ag: acts as inverse agonist at human GLP-1 receptor | P43220 | HEK293 GLP-1R CRE-luciferase, luminescence, 24 h; GLP-1R form is constitutively active | Potency, µM (doses to about 38.3 µM), without a hit: at the top dose activity change, negative = inhibition, actives largely listed as inhibitors | 1.6% of 410,000 active | AID 624417; also: % is scaled to controls: 0 for no effect and ±100 for the full control effect; nearly all actives have a fitted effect of over 55% in size
Target sequence (P43220 whole entry, looked up): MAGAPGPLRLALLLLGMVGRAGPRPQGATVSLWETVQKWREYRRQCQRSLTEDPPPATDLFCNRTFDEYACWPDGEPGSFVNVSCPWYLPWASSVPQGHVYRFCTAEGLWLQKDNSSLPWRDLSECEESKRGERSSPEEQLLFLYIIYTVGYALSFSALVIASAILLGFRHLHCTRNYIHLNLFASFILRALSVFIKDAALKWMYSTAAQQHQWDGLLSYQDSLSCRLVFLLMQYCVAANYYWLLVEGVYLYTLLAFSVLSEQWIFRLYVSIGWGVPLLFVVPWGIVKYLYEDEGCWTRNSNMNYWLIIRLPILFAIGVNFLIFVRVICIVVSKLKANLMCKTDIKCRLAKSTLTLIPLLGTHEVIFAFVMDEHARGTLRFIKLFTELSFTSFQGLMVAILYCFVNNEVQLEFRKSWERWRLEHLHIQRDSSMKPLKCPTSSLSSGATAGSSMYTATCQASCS
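Inverse agonism was detected as reduced cAMP-driven luciferase luminescence after 24 h compound treatment. The cells were HEK293 clones expressing constitutively active human GLP-1R with the reporter. Reporter-only and GPR119 cell lines served as counterscreen controls.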
KB-V1 cytotox: KB-V1 MDR subline cytotoxicity. KB-V1 MDR cells viability, CellTiter-Glo, 72 h. Potency, µM (highest dose often 46.1 µM), inactives show at the highest dose activity change, negative = cytotoxicity, actives largely listed as cytotoxic. 3.4% of 400,000 active; also: % is scaled to controls: 0 for no effect and ±100 for the full control effect; nearly all actives have a fitted effect of over 60% in size
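Cytotoxicity via CellTiter-Glo luminescence after 72 h compound exposure at 37 degrees C. Cells: drug-selected KB-V1 line, DMEM phenol-red free plus 10% FBS. Compounds tested at multiple concentrations; normalized data fitted to concentration-effect curves.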
KB-3-1 cytotox: KB-3-1 parental cell cytotoxicity | KB-3-1 viability, CellTiter-Glo ATP luminescence, 72 h | Potency, µM (series often up to 46.1 µM), inactives show at the top dose activity change, negative = cytotoxic, most hits filed as cytotoxic | 1.4% of 400,000 active | AID 1347075; also: % is scaled to controls: 0 for no effect and ±100 for the full control effect; nearly all actives have a fitted effect of over 60% in size
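Using CellTiter-Glo luminescence, growth of non-resistant KB-3-1 adenocarcinoma cells is assessed 72 h after pin-tool compound addition at 37 °C. Normalized responses across the concentration series yield fitted curves.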
SW480 rereplic: induces DNA re-replication in SW480 colon adenocarcinoma cells; 1.8% of 340,000 active; AID 624297; Potency, µM (series often up to 46.1 µM), for inactives: top-dose re-replication activation, most hits filed as activators; SW480 DNA re-replication, Hoechst DNA content imaging, 48 h; also: % of control where 0% means no effect; nearly all actives have a fitted effect of over 55% in size
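Image-based read-out: total Hoechst fluorescence of nuclei (405 nm excitation, 500-530 nm emission), with hits raising the fraction of high-intensity nuclei. SW480 colon cells incubated 48 hr with compounds at 37 C.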
HT1080 IDH1KD tx: kills HT-1080 cells with IDH1 knockdown | HT-1080 IDH1 knockdown viability, ATP luminescence, 48 h | Potency, µM (series often up to 46.1 µM), for inactives: top-dose activity, negative = toxicity, actives largely listed as cytotoxic | 2% of 360,000 active;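 also: 0% = DMSO wells and -100% = cell-free medium wells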
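Using the IDH1-knockdown HT-1080 line run in the same batch and compound series as the NT line, viability after 48 h at 37 °C was determined by CellTiter-Glo luminescence and expressed as % activity.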
HT1080-NT tox: kills 2HG-producing HT-1080-NT fibrosarcoma cells; HT-1080-NT fibrosarcoma viability, CellTiter-Glo ATP luminescence, 48 h; Potency, µM (titrated, usually from 46.1 µM), inactives show at the highest dose activity, negative = less viability, most hits filed as cytotoxic; 1.6% of 360,000 active; AID 686970;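 also: NT is the 2HG producing partner of a matched IDH1 knockdown line; 0% = DMSO-treated cells and -100% = media-only wells without cells; nearly all actives have a fitted effect of over 55% in size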
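Viability by CellTiter-Glo luminescence after 48 h compound exposure at 37C of HT-1080-NT cells (750/well, RPMI, 5% FBS). % activity scaled between DMSO wells and medium-only wells, then curve-fitted and categorized by curve class.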
TDP-43 yeast inh: inhibitors of TDP-43 toxicity in yeast | TDP-43 expressing yeast growth rescue, BacTiter-Glo, 24 h | 1.8% of 410,000 active | Potency, µM (doses to about 46.1 µM), inactives show at the highest dose growth rescue (activation), most hits filed as activators; also: % of control where 0% means no effect; nearly all actives have a fitted effect of over 50% in size
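Galactose-induced TDP-43 yeast, OD600=0.02, compound pinned; 24 hr, 30 deg C; BacTiter-Glo luminescence for growth. Inhibitors of TDP-43 toxicity read as activators.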
GLP1R ag: activates the human GLP-1 receptor; P43220; HEK293 GLP-1R CRE-luciferase, luminescence, 4-6 h; cells express a hypersensitive GLP-1R form; Potency, µM (top dose mostly 45.6 µM), for inactives: top-dose activation, hits mostly activators; 0.007% of 380,000 active; AID 624172; also: % of control where 0% means no effect
HEK293 tox: cytotoxic in the GLP-1 receptor inverse agonist counter-screen. 0.13% of 410,000 active. HEK293 cAMP-luciferase reporter cells, luminescence, 24 h. Potency, µM (series often up to 38.3 µM), for inactives: at the highest dose activity change, negative = inhibition, hits mostly inhibitors;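 also: loss of luciferase light is scored as toxicity; % is scaled to controls: 0 for no effect and ±100 for the full control effect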
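MLSMR compounds, 24 hr on cells at 37 deg C/5% CO2; luminescence after luciferase reagent (12 min RT). Inhibition counted as the undesired cytotoxic outcome.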
* marks the source's active call; other numbers are inactive results; ? = inconclusive; · = not tested or not shown; [ ] = remark or other dose. Calls follow the shape of the dose curve; as a rule, active = well fitted curve in the direction sought with a large enough effect; inconclusive = small, poorly fitted or top-dose-only effect, or another doubt; inactive = no such curve, though single readings can be large; an effect the other way counts as inactive or inconclusive. Potency is read from the fitted curve at half-maximal effect.

SMILES | GLP-1R inv ag | KB-V1 cytotox | KB-3-1 cytotox | SW480 rereplic | HT1080 IDH1KD tx | HT1080-NT tox | TDP-43 yeast inh | GLP1R ag | HEK293 tox
CCOc1ccc(CN(CCc2ccc3c(c2)OCO3)Cc2cc(OC)ccc2O)cc1 | ? | -12% | -1% | · | · | · | 7% | · | -2%
C[N+](C)(C)CC(=O)Nc1ccc(Cl)cc1C(=O)c1ccccc1 | 14% | 7% | 1% | -4% | 11% | 14% | 23% | 4% | 9%
CCCCC(=O)N/N=C/c1c(O)n(CC)c(=S)n(CC)c1=O | ? | 1% | ? | ? | ? | ? | 26% | -4% | -8%
Cc1cc(S(=O)(=O)NC(C)C)ccc1OCC(=O)N1CCN(Cc2ccc3c(c2)OCO3)CC1 | 5% | 2.6µM* | 16µM* | -2% | ? | ? | -21% | 12% | 8%
CCCCCCCn1c(=O)c(C(=O)Nc2cnccn2)c(O)c2ccccc21 | 3% | 2.6µM* | 3.3µM* | ? | ? | -28% | -68%[inhibitor] | 0% | 25%
N=c1c[n+](C2CCCCC2)[n-]o1 | -3% | 17% | 12% | -15% | 3% | 4% | 6% | -1% | -2%
CCCOc1cccc(C(=O)Nc2cc(-c3nc4ccccc4[nH]3)ccc2C)c1 | ? | -34% | ? | · | · | · | 5% | · | ?
C#CCCC[C@@H]1OC(=O)CNC(=O)C([C@@H](C)CC)NC(=O)[C@@H]2CCCN2C(=O)C([C@@H](C)CC)OC(=O)[C@H](Cc2ccccc2)N(C)C(=O)[C@H](C(C)C)NC(=O)C1(C)C (stereo partly specified) | ? | -19% | -24% | · | ? | ? | -7% | -1% | ?
O=c1[nH]c(O)c(C=NC2CCN(Cc3ccccc3)CC2)c(=O)[nH]1 | -8% | 20% | 1% | 0% | -8% | -9% | 10% | 7% | -9%
Cc1cccc(CN2C(=O)CN=C(c3ccccc3Cl)c3cc(Cl)ccc32)c1 | ? | -9% | 3% | · | · | · | ? | · | -6%
CC(=O)OC1CCC2(C)C(=CC(=O)C3C2CCC2(C)C(OC(C)=O)CCC32)C1 (stereo unspecified) | 7% | ? | 3% | -3% | 8% | 10% | 0% | 1% | 5%
COc1ccc(OC(=O)N(C)C[C@H]2OCc3cnnn3CCCC(=O)N([C@H](C)CO)C[C@H]2C)cc1 | 14% | 5% | 5% | · | 10% | -4% | -6% | -1% | -4%
COc1ccc(S(=O)(=O)Nc2ccccc2OC)cc1N=Nc1c(O)[nH]c(=S)[nH]c1=O | -7% | 2% | -9% | 9% | 12µM* | 15µM* | 2% | 6% | ?
COc1ccc(-n2nc(C(=O)NCC(=O)N3CCC4(CC3)OCCO4)c3ccccc3c2=O)cc1 | -21% | -30% | -1% | 1% | -2% | 10% | 24% | 4% | 17%
COCCNC(=S)N1Cc2ccccc2-n2nncc2C1 | 4% | -7% | 7% | · | -3% | -1% | 23% | 0% | 16%
C[C@@H]1CCCCO[C@@H](CN(C)Cc2ccc(C(F)(F)F)cc2)[C@@H](C)CN([C@H](C)CO)C(=O)c2cc(N(C)C)ccc2O1 | ? | -1% | ? | · | -29% | -28% | 18% | -3% | ?
Clc1ccc(CNC2CN3CCC2CC3)cc1 (stereo unspecified) | ? | 10% | -15% | -3% | 8% | 5% | -23% | 5% | -25%
CN(c1ccc(O)cc1)c1ccc([N+](=O)[O-])c2nonc12 | 17% | -2% | -3% | · | -6% | -13% | 5% | 14% | ?
COC(=O)C1=C(c2ccc(F)cc2F)C[C@@H]2CC[C@H]1N2C(=O)NC1CC1 | 12% | -2% | 3% | -3% | 9% | 8% | 13% | 6% | 3%
CCC(=NCc1ccco1)c1c(O)n(C)c(=O)n(C)c1=O | 12% | ? | -9% | ? | -3% | -21% | -15% | 8% | 8%
CCCCC12CN3CC(C)(CN(C1)C3c1ccccn1)C2=O (stereo unspecified) | -3% | -18% | -2% | · | · | · | 0% | · | -2%
Cc1ccc(OCC(=O)N/N=C/c2ccc([N+](=O)[O-])o2)cc1 | 6% | ? | -28% | -6% | ? | ? | 26% | -4% | ?
O=P(N1CCCCC1)(N1CCCCC1)C(Cl)(Cl)Cl | -12% | 0% | -15% | -4% | 5% | 2% | 7% | -3% | -7%
COC(=O)C1=C(c2ccc(S(C)(=O)=O)cc2)C[C@@H]2CC[C@H]1N2C(=O)NCc1ccco1 | 20% | ? | 0% | -28% | -3% | 8% | 24% | 4% | -3%
O=C(NC(=O)N1CCC2(CC1)OCCO2)c1ccc(Cl)cc1 | 4%[0.307 µM] | 6% | -3% | 2% | 20% | 19% | -3% | -3% | -1%[0.307 µM]
Cc1cccc(CN2CCN(Cc3ccc(Cl)cc3)CC2)c1 | 0% | ? | -2% | ? | -28% | -15% | -6% | -1% | -2%
Cc1cc(C)c(N)cc1C | 6% | 14% | 0% | ? | 7% | 22% | -1% | -4% | -1%
NC(=S)NN=C1CCC2(CCCCC2)CC1 | ? | 0% | -1% | -8% | 9% | -2% | -12% | -4% | ?
CCC(=NCCCN1CCOCC1)c1c(O)n(Cc2ccccc2)c(=O)[nH]c1=O | 3% | ? | 11% | -8% | 3% | -4% | 0% | 5% | 8%
CCOc1ccccc1-n1c(O)c(C=Nc2c(C)n(C)n(-c3ccccc3)c2=O)c(=O)[nH]c1=O | 1% | -1% | 1% | 3% | 7% | 5% | -11% | -2% | 5%
O=C1N[C@@H](c2ccccc2)COC(=O)[C@H](Cc2ccc(F)cc2)C/C=C\C[C@H]1CC(=O)N(CCO)Cc1ccccc1 | -5% | 25% | 1% | 4%[9.22 µM] | 2% | 10% | 13% | 1% | -1%
COC(=O)C1=C(c2ccc(OC(F)(F)F)cc2)C[C@@H]2CC[C@H]1N2C(=O)NCc1cc(C)oc1C(F)(F)F | -4% | ? | ? | ? | ? | -11% | ? | -3% | -25%
Cc1cccc(C)c1NC1=NCCCCS1 | -8% | 15% | 6% | 0% | 11% | 9% | -8% | -6% | 9%
Oc1cc2c(cc1CN1CCN(c3ccccc3)CC1)OCO2 | -1% | 6% | 11% | -18% | 4% | 9% | -6% | 6% | 0%
O=C(CSc1ccccc1)Nc1ccc(C(=O)Nc2cccc(O)c2)cc1 | ? | 3% | -1% | -30% | -1% | -1% | 3% | 9% | 1%
CCOc1cc(/C=C2\C(=O)NC(=O)N(C)C2=O)cc([N+](=O)[O-])c1O | 13% | 6% | 7% | 5% | 13% | 2% | 7% | -3% | -6%
Nc1c2c(nc3sc4c(c13)CCCC4)CCCC2 | ? | -13% | -12% | 4% | ? | ? | -12%[0.397 µM] | 17% | ?
COc1ccc(Oc2c(Cl)cnn(-c3ccc(Cl)c(Cl)c3)c2=O)cc1 | ? | ? | ? | ? | ? | 18µM* | 19% | -39%[inhibitor] | ?
O=C(c1sc2ccccc2c1Cl)N1CCC2(CC1)OCCO2 | 0% | 2% | 7% | -3% | -27% | 0%[9.24 µM] | 10% | -3% | 0%
COC(=O)C1=C(c2ccc(F)cc2OCc2ccccc2)C[C@@H]2CC[C@H]1N2C(=O)NCc1ccc(C(C)(C)C)cc1 | -6% | -16% | ? | ? | 9% | 15% | ? | -6% | 2%
COc1ccc(CCNCC2CCCO2)cc1 (stereo unspecified) | -7% | 5% | 3% | -6% | -1% | -3% | 0% | -2% | -9%
CCN1C(=O)CC(=O)N(CC)C1=S | 13% | ? | 0% | · | 13% | 20% | 1% | 6% | -2%
CCc1ccc(NC(=O)CN2C(=O)C3(SCC(=O)N3c3ccc(F)c(F)c3)c3ccccc32)cc1 (stereo unspecified) | ? | -10% | ? | · | · | · | 11% | -7% | -18%
CCN(CC)P(=O)(c1n(CC)cc[n+]1CC)N(CC)CC | -6%[7.66 µM] | -2% | 3% | 0% | 1% | 1% | -10%[9.22 µM] | 0% | 4%[7.66 µM]
CCC(c1nnnn1Cc1ccccc1)N1CCC2(CC1)C(=O)NCN2c1ccccc1 (stereo unspecified) | 15% | -3% | -5% | · | -10% | 3% | 15% | -7% | 0%
COc1ccc(OC)c(N=Cc2c(O)[nH]c(=O)[nH]c2=O)c1 | 7% | -13% | 1% | -2% | -6% | 2% | 2% | 8% | 5%

Fetched by compound from the entries so far:
SMILES | GLP-1R inv ag | KB-V1 cytotox | KB-3-1 cytotox | SW480 rereplic | HT1080 IDH1KD tx | HT1080-NT tox | TDP-43 yeast inh | GLP1R ag | HEK293 tox
CCN(CC)P(=O)(c1n(CC)cc[n+]1CC)N(CC)CC | -6%[7.66 µM] | -2% | 3% | 0% | 1% | 1% | -10%[9.22 µM] | 0% | 4%[7.66 µM]
Nc1c2c(nc3sc4c(c13)CCCC4)CCCC2 | ? | -13% | -12% | 4% | ? | ? | -12%[0.397 µM] | 17% | ?
O=C(c1sc2ccccc2c1Cl)N1CCC2(CC1)OCCO2 | 0% | 2% | 7% | -3% | -27% | 0%[9.24 µM] | 10% | -3% | 0%
COc1ccc(OC)c(N=Cc2c(O)[nH]c(=O)[nH]c2=O)c1 | 7% | -13% | 1% | -2% | -6% | 2% | 2% | 8% | 5%
CCN1C(=O)CC(=O)N(CC)C1=S | 13% | ? | 0% | · | 13% | 20% | 1% | 6% | -2%
COc1ccc(Oc2c(Cl)cnn(-c3ccc(Cl)c(Cl)c3)c2=O)cc1 | ? | ? | ? | ? | ? | 18µM* | 19% | -39%[inhibitor] | ?
COc1ccc(CCNCC2CCCO2)cc1 (stereo unspecified) | -7% | 5% | 3% | -6% | -1% | -3% | 0% | -2% | -9%

These rows are one share of the data; the hit share may differ from the screen's.
